Source: PubChem BioAssay
Mcl1-Bid inh – Mcl-1/Bid interaction inhibition; TR-FRET Mcl-1/Bid-Dy647 peptide binding, 1536-well; inhibition, % at 21.7 µM; 220,000 tested, 0.97% active; AID 1021;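 active means compounds that cut the binding signal by more than half at the single screening dose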;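 further: His-tagged Mcl-1 with europium anti-His antibody binding Bid BH3 peptide; 0% = Mcl-1 plus peptide wells and 100% = peptide-only wells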
Target sequence (Q07820 whole entry, looked up): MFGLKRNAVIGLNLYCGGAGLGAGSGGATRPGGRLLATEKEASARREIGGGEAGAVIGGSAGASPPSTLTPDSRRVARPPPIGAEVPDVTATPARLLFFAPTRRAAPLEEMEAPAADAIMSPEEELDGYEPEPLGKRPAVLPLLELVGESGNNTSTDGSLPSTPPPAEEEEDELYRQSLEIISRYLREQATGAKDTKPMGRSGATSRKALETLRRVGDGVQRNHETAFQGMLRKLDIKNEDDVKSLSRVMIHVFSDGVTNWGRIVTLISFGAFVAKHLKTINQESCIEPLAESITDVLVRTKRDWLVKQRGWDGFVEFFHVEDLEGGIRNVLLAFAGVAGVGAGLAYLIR
Rac1 mut GTP – human Rac1 activated mutant GTP binding change; percent activity (GTP binding), % at 10 µM; AID 764; 190,000 tested, 0.11% active; P63000; GST-Rac1 activated beads, fluorescent GTP binding, flow cytometry; actives lie on both sides; 100% means binding = to untreated wells;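 active means GTP binding at least 20 percentage points away from the 100% baseline, in either direction, so actives lie on both sides; inconclusive means Compound likely fluorescent itself, or too few beads counted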
Rab2 wt GTP – changes GTP binding to wildtype dog Rab2A, up or down; 190,000 tested, 0.19% active; GTP binding activity, % at 10 µM; GST-Rab2 wt beads, Bodipy-GTP binding, flow cytometry;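 active means GTP binding activity at least 20 points away from 100%, either lowered or raised; inconclusive means signal likely due to the compound's own green fluorescence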;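 further: 0% = beads with excess unlabeled GTP and 100% = no-compound control corrected for plate trend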
Bim-Mcl-1 – disrupts Bim peptide binding to human Mcl-1; Q07820; Bead-based flow cytometry, Bim peptide-Mcl-1 binding; inhibition, % at 10 µM; 190,000 tested, 0.1% active; in the data active means inhibition above about 40%;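 further: 0% = no compound tracer wells and 100% = peptide blocker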
Pf gametocyte – kills late stage P. falciparum gametocytes; P. falciparum stage V gametocytes, ATP luminescence, 24 h; inhibition, % at 10.9 µM; 150,000 tested, 0.065% active;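 active means inhibition above the mean plus 3 SD of compounds within the control limits, set per campaign, cut at about 38% in these data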;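 further: 0% = DMSO wells and 100% = medium only without gametocytes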
Mcl1-Noxa inh – disrupts binding of human Mcl-1 to Noxa peptide | Q07820 | TR-FRET Mcl-1/Noxa peptide binding, 2 h | inhibition, % at 21.7 µM | 220,000 tested, 1.5% active | AID 1022;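 active means compounds that cut the protein-peptide binding signal by more than 50% relative to plate controls in a single-dose test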;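 further: His-tagged Mcl-1 with rhodamine Noxa BH3 peptide and terbium anti-His antibody; 0% = Mcl-1 plus Noxa peptide wells and 100% = peptide-only wells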
Rab7 wt GTP bind – alters GTP binding to wildtype dog Rab7. GTP binding activity (percent of control), % at 10 µM. GST-Rab7 beads, fluorescent GTP binding, flow cytometry; actives lie on both sides; untreated = 100%, excess cold GTP = 0%. 190,000 tested, 0.055% active. AID 758;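 active means fluorescent GTP binding to Rab7 beads changed by at least 20 points from the 100% baseline, either direction, mostly lower; inconclusive means compound itself probably fluorescent, or too few beads counted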;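 further: median green fluorescence of bound Bodipy-FL-GTP per Rab7 bead population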
Avidin fluor – avidin bead compound fluorescence profile | Avidin beads, compound fluorescence 488/530 nm, flow cytometry; stronger effect = higher value | fluorescence (KMESF) at 10 µM | 220,000 tested, 0.38% active | AID 1775; in the data active means fluorescence above about 47; further: inactives centre near 10
Rac1 wt GTP bind – human Rac1 wildtype GTP binding, inhibitors and activators. P63000. GST-Rac1 beads, fluorescent GTP binding, flow cytometry; actives lie on both sides; 0 = cold GTP competed, 100 = untreated. GTP binding activity (% of control), % at 10 µM. 190,000 tested, 0.27% active;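 active means GTP binding activity at least 20 points away from the 100% control level, either lower or higher; inconclusive means compound flagged as likely green fluorescent, judged across all proteins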
HRas wt GTP – changes GTP binding to wildtype human HRas. P01112. GST-Ras wt beads, Bodipy-FL-GTP binding, flow cytometry; actives lie on both sides. GTP binding activity, % at 10 µM. 190,000 tested, 0.14% active;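 active means GTP binding activity at least 20% away from the 100% baseline, either lowered as inhibitor or raised as activator; inconclusive means flagged as likely green fluorescent, judged across all proteins in the well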;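 further: 0% = unlabeled GTP competition control and 100% = no-compound control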
Target sequence (P01112 whole entry, looked up): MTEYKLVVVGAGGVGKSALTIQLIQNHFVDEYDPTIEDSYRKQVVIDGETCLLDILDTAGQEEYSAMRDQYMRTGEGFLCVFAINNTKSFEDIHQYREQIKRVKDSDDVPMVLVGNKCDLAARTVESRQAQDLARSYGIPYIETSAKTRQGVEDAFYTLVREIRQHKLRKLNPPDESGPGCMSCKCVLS
Cdc42 wt – changes GTP binding to wildtype human Cdc42; percent activity (GTP binding), % at 10 µM; AID 761; GST-Cdc42 beads, Bodipy-GTP binding, flow cytometry; actives lie on both sides; 190,000 tested, 0.2% active; P60953;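 active means percent activity GTP binding at least 20 points away from the 100% baseline, either down as inhibitor or up as activator; inconclusive means compound flagged as likely green fluorescent from well-wide comparison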;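 further: median bead fluorescence of bound Bodipy-FL-GTP at 100 nM; 0% = excess unlabeled GTP control and 100% = no compound control; below 100% means less GTP binding so inhibitor and above means activator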
Target sequence (P60953 whole entry, looked up): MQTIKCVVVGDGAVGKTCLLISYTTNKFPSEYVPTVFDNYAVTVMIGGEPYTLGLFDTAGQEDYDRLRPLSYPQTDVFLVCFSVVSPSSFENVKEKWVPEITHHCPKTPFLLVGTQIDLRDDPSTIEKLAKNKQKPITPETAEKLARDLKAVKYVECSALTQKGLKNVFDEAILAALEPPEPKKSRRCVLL
* marks the source's active call; other numbers are inactive results; ? = inconclusive; . = not tested or not shown. Rows are unselected. About 2.7% of those tested had a hit in this group.

SMILES | Mcl1-Bid inh | Rac1 mut GTP | Rab2 wt GTP | Bim-Mcl-1 | Pf gametocyte | Mcl1-Noxa inh | Rab7 wt GTP bind | Avidin fluor | Rac1 wt GTP bind | HRas wt GTP | Cdc42 wt
CC(=O)NC(CCS(C)(=O)=O)C(=O)Nc1ccc(Cl)c(Cl)c1 (centres undefined) | -7 | 99 | 101 | 0 | . | 2 | 104 | 8 | 103 | 101 | 101
O=[N+]([O-])c1ccc(O)c(/C=N/Nc2ccc(Cl)nn2)c1 | -4 | 97 | 99 | 1 | -32 | 79* | 100 | 13 | 98 | 99 | 100
COC(=O)c1ccc(-c2nc(O)c3cnccn23)cc1 | -14 | 98 | 103 | -3 | 13 | 21 | 101 | 15 | 106 | 101 | 102
Cc1ccc2sc(N(CCCN(C)C)C(=O)c3ccc(Br)s3)nc2c1C | -6 | 97 | 97 | 0 | -19 | 9 | 93 | 8 | 99 | 97 | 100
COc1ccc(C(=O)C2CCCN(Cc3ccc(C#CCCO)cc3)C2)c(OC)c1 (centres undefined) | -12 | 93 | 96 | -1 | -1 | 3 | 96 | 9 | 96 | 95 | 95
CCCCN1C(=O)/C(=C/C=C2/CC(C)(C)CN2C)SC1=S | -64 | 99 | 97 | -5 | -28 | 2 | 96 | 17 | 101 | 97 | 97
O=C(CCC1CCCN(C(=O)Cn2cnnn2)C1)NCc1ccc(F)c(F)c1 (centres undefined) | -76 | 93 | 98 | -2 | 6 | -4 | 103 | 7 | 92 | 94 | 91
CCOc1cc(C2C(C(=O)O)c3cc(OCC)c(OCC)cc3C(=O)N2C)ccc1O (centres undefined) | -26 | 94 | 97 | 2 | . | 17 | 100 | 12 | 99 | 100 | 97
Cc1nc2ccc(NC(=O)c3ccc(N4C(=O)CCC4=O)cc3)cc2s1 | -1 | 93 | 98 | -3 | -4 | 8 | 94 | 21 | 94 | 98 | 95
Cc1nc(N2CCOCC2)c2c3c(sc2n1)CCC3 | -35 | 93 | 96 | 1 | 10 | 13 | 97 | 6 | 95 | 97 | 93
CCCCN(C(=O)NC(=O)Nc1c(C)cc(C)cc1C)S(C)(=O)=O | -12 | 93 | 91 | 0 | -31 | 13 | 95 | 8 | 93 | 94 | 93
O=C(O)c1cc(S(=O)(=O)N2CCOCC2)ccc1N1CCOCC1 | -30 | 95 | 96 | 3 | . | 13 | 98 | 10 | 99 | 95 | 96
Clc1ccc(CN2CCN(c3ccccc3)CC2)cn1 | -65 | 96 | 100 | -1 | 6 | -1 | 96 | 7 | 96 | 96 | 97
CCC(=O)Nc1cccc(-n2nnnc2SCC(=O)c2ccc(C)c(C)c2)c1 | -30 | 100 | 99 | -9 | 20 | -1 | 98 | 10 | 100 | 99 | 100
COc1ccc(CC(=O)N2CC(C)CC(C)C2)cc1 (centres undefined) | -25 | 96 | 96 | -2 | 13 | -10 | 90 | 9 | 100 | 97 | 95
O=C(COc1ccccc1C(=O)NCc1ccccn1)Nc1ccc(Br)cc1 | -4 | 97 | 98 | -3 | 1 | -3 | 106 | 25 | 97 | 101 | 97
COc1ccc(CNC(=S)NCc2ccc(OC(C)C)cc2)cc1 | -72 | 95 | 94 | -2 | . | -4 | 96 | 14 | 98 | 97 | 95
CC1=CC(C2CC(=O)N(c3ccccc3C)C2=O)CC2C(=O)N(c3ccccc3C)C(=O)C12 (centres undefined) | -2 | 96 | 99 | -6 | -6 | 5 | 100 | 4 | 105 | 99 | 103
Cc1cccc(C(=O)NN2C(=O)C3C(c4ccccc4)C=CC(c4ccccc4)C3C2=O)c1 (centres undefined) | 10 | 98 | 100 | 0 | . | -12 | 102 | 18 | 97 | 97 | 98
O=C(Nc1nnc(C2CC2)s1)C1CC(=O)N(c2ccc3c(c2)OCCO3)C1 (centres undefined) | -68 | 97 | 98 | -30 | -5 | 10 | 101 | 2 | 100 | 100 | 97
c1ccc(CNCC2COc3ccccc3O2)cc1 (centres undefined) | 6 | ? | ? | -5 | . | 13 | ? | 21 | ? | ? | ?
CCC(C)NC(=S)NNC(=O)c1ccncc1 (centres undefined) | -31 | 98 | 97 | 0 | 3 | 11 | 100 | 11 | 101 | 97 | 102
O=C(NCCN1CCc2ccccc2C1)Nc1ccc([N+](=O)[O-])cc1 | -35 | 93 | 97 | -1 | 15 | 12 | 97 | 12 | 99 | 98 | 101
CCn1c(N2CCN(C(=O)NC3CCCCC3)CC2)nc2ccccc21 | -14 | 100 | 99 | -4 | . | -9 | 93 | 7 | 102 | 100 | 99
Cc1cc(NC(=O)c2ccc3c(c2)OCCO3)no1 | 7 | 98 | 100 | 0 | . | 19 | 99 | 12 | 105 | 102 | 101
CS(=O)(=O)N1CCC(C(=O)Nc2cccc([N+](=O)[O-])c2)CC1 | -8 | 97 | 97 | -1 | . | 7 | 90 | 10 | 101 | 97 | 99
O=C1NC(c2ccc(Cl)cc2)Nc2ccccc21 (centres undefined) | -49 | 93 | 98 | 3 | -11 | 15 | 104 | 10 | 99 | 100 | 96
C=C(C)c1cccc(C(C)(C)NC(=O)N2CCN(c3ccccc3OC)CC2)c1 | -50 | 100 | 104 | -3 | 8 | 21 | 109 | 5 | 106 | 105 | 105
Cn1c(=O)[nH]c(=O)c2c1nc(Br)n2CCCO | 4 | 100 | 102 | 2 | 20 | 8 | 106 | 16 | 102 | 104 | 105
COc1ccc(NC(=S)N2CCC(N(C)CCN3CCOCC3)CC2)cc1 | -62 | 102 | 102 | 0 | 15 | 20 | 100 | 14 | 104 | 104 | 105
COc1ccccc1/C=C/C(=O)OCc1nc2ccccc2c(=O)[nH]1 | -34 | 96 | 94 | 0 | -30 | 11 | 101 | 15 | 102 | 99 | 97
O=C(CSc1ncccn1)NC(=O)Nc1ccc2c(c1)OCCO2 | -36 | 98 | 100 | 0 | 4 | 4 | 105 | 15 | 103 | 100 | 97
O=C(NCc1ccco1)c1ccc2nc3sc4c(c3c(=O)n2c1)CCCC4 | 2 | 92 | 90 | 8 | . | 68* | 92 | 7 | 90 | 92 | 92
Cc1cccc(NC(=O)NNC(=O)c2c(Cl)c(C)nn2C)c1 | -75 | 98 | 98 | -3 | . | -1 | 99 | 4 | 100 | 98 | 96
Cc1ccc(C)c(NC(=O)CSc2nnc(CSc3nc(C)cc(C)n3)n2Cc2ccco2)c1 | -27 | 103 | 100 | 3 | . | 2 | 100 | 5 | 106 | 102 | 104
CC(=O)Nc1c(O)nc(SCC(=O)Nc2cccc(C)c2)[nH]c1=O | -2 | 100 | 100 | -6 | 1 | -13 | 100 | 10 | 105 | 100 | 102
COc1ccc(CC(=O)NC(C)c2nnc(SCCC(=O)Nc3ccccc3)n2C)cc1 (centres undefined) | -26 | 96 | 100 | -2 | -31 | 12 | 103 | 11 | 102 | 100 | 100
CCOC(=O)c1sc(N)c(C#N)c1CSc1nnc(C2CCCCC2)n1N | -1 | 95 | 98 | -4 | . | 27 | 102 | 12 | 96 | 96 | 97
COc1ccc(NC(=O)CSc2c3c(nc4cc(Cl)ccc24)CCCC3)cc1OC | -45 | 101 | 97 | 0 | -1 | -3 | 100 | 13 | 105 | 102 | 101
CCn1c(=O)c(C(=O)NCc2ccc(OC)cc2)c(O)c2ccccc21 | 8 | 101 | 102 | 4 | . | 14 | 99 | 9 | 102 | 101 | 104
CCn1c(/C=C\c2ccccc2C)nc2ccccc2c1=O | -5 | 95 | 94 | 8 | 4 | 17 | 102 | 13 | 97 | 96 | 96
CCOC(=O)N1CCN(c2c(N3CCC(N4CCCCC4)CC3)c(=O)c2=O)CC1 | -31 | 101 | 102 | 1 | . | -8 | 101 | 7 | 105 | 101 | 102
CCN(CC)CCNC(=O)Cn1cnc2sc(C)c(S(=O)(=O)N3CCOCC3)c2c1=O | 3 | 102 | 103 | 2 | . | 5 | 102 | 37 | 105 | 102 | 104
O=C(CSc1nnc(CSc2nc3ccccc3s2)o1)NC1CCCCC1 | -11 | 99 | 97 | 3 | . | -1 | 97 | 23 | 104 | 100 | 98
Cc1cc(OCCCCCNCCO)ccc1Cl | -1 | 103 | 101 | 0 | -7 | -24 | 102 | 31 | 109 | 103 | 106
CCOC(=O)N1CCN(C(=O)CSCc2ccccc2C)CC1 | -14 | 99 | 103 | -3 | -13 | 8 | 99 | 5 | 103 | 101 | 105
O=C(CCC1CCCC1)N1CCC(N2CCCCCC2)CC1 | 29 | 101 | 102 | -3 | . | 13 | 107 | 5 | 104 | 102 | 102
Cc1ccccc1NC1=C/C(=N\S(=O)(=O)c2cccs2)c2ccccc2C1=O | -27 | 102 | 102 | -2 | -15 | 31 | 100 | 3 | 105 | 101 | 103
CC1(C)CC(=O)C2=C(C1)N(c1ccc(F)cc1)C(=O)CC2c1cccnc1 (centres undefined) | -1 | 98 | 99 | 0 | . | -2 | 98 | 3 | 101 | 97 | 98
Cc1ccc2nc(NC(=O)CCn3c(=O)sc4ccccc43)sc2c1 | -7 | 98 | 100 | 0 | . | -18 | 101 | 8 | 99 | 100 | 96
COc1cc2c(cc1OC)C(C)N(C(=O)c1cc3ccccc3o1)CC2 (centres undefined) | -14 | 100 | 99 | -4 | . | 2 | 101 | 13 | 109 | 100 | 106
CCOC(=O)NS(=O)(=O)c1ccc(CCNC(=O)c2cc(C)on2)cc1 | -22 | 102 | 101 | -3 | 13 | -3 | 104 | 2 | 107 | 102 | 102
COc1ccc(/C=C/C(=O)NCC(=O)N2CCC(N(C)CCN3CCOCC3)CC2)cc1OC | -9 | 97 | 104 | 1 | -3 | 26 | 106 | 9 | 105 | 102 | 100
CCOC(=O)N1CCC(NC(=O)c2cc(S(=O)(=O)N3CCCCC3)ccc2F)CC1 | -7 | 102 | 100 | -4 | . | 13 | 100 | 10 | 102 | 102 | 101
CN(C)/C=N/c1ncc(C(=O)c2ccccc2)s1 | -4 | 97 | 93 | -1 | . | -7 | 94 | 15 | 93 | 96 | 96
Cc1sc2nc(CN(C(=O)c3cccs3)C3CCCC3)[nH]c(=O)c2c1C | 0 | 96 | 99 | -2 | . | 8 | 96 | 34 | 96 | 98 | 98
